Lipid droplet: hepatic lipid droplet formation modulation. 0.4% of 240,000 active. inhibition, % at 6.5 µM. AML12 mouse hepatocytes, oleate lipid droplets, BODIPY imaging;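 active = lipid droplet intensity inhibited by at least 50%, with more than 500 cells counted; inconclusive = wells with under 300 cells, treated as cytotoxic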
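Material: mouse AML12 hepatocyte cell line, fixed after treatment; Timing: compound with oleate, overnight; Technique: high-content imaging of BODIPY-stained droplets and DAPI nuclei; Probe or stimulus: oleate, 100 µM final; Dosing: compound at 6.5 µM only.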
Myeloid diff MLP: myeloid differentiation induction; ER-HoxA9 myeloid progenitors, lysozyme-GFP differentiation, flow cytometry; 1% of 360,000 active; calls only at 10 µM; AID 624256;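 active = normalized GFP-positive differentiation at or above the plate's own cutoff, the solvent-only control mean plus 3 SD; inconclusive = no clear call, values can overlap the other calls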;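 also: cells exposed to compound for four days before flow analysis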
AID2073: inhibitors of Mint1-CaV2.2 protein interaction, biochemical, HTRF (AID 2073) | 0.19% of 290,000 active | HTRF protein-protein interaction, Mint1-CaV2.2; higher % means a stronger effect | inhibition, % at 20 µM, or IC50 in µM where a hit was titrated; in the data active = inhibition mostly above about 51%, no sharp cut-off; inconclusive = no clear call, values can overlap the other calls; inactive = mostly below about 53%; also: some results filed as inactive read as strong as hits
LYP inhibition: PTPN22 lymphoid phosphatase activity blockers – biochemical, fluorescence intensity, uHTS (AID 1779). recombinant LYP phosphatase, fluorescence intensity; higher % means a stronger effect. one-dose inhibition, % at 11.5 µM; IC50 in µM for titrated hits. 0.054% of 290,000 active;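 also: plate controls were vehicle with enzyme for no effect and no enzyme for full effect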
NOD2 inhibition: inhibition of NOD2-driven NF-kB reporter – cell-based, luminescence, uHTS, HEK293 (AID 1566) | one-dose inhibition, % at 4 µM; EC50 in µM for titrated hits | HEK293 NOD2/NF-kB luciferase reporter, luminescence; higher % means a stronger effect | 0.63% of 290,000 active; also: many of its hits are not listed in these tables
SIAH1 antagonists: Siah-1 peptide-binding antagonists, primary screen, biochemical, fluorescence polarization, rhodamine-plectin, uHTS (AID 1817). Siah-1 / rhodamine-plectin peptide fluorescence polarization; higher % means a stronger effect. 0.02% of 290,000 active. displacement, % at 20 µM; hits with a dose series show IC50 in µM;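 active = displacement of at least 50% at 20 µM, with a fluorescence ratio check between 0.3 and a set limit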;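 also: plate controls were Siah plus tracer with DMSO for no effect and tracer alone without Siah for full effect; strong numbers were not always called active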
XIAP displacement: small molecules displacing peptide from XIAP – biochemical, IAP family, fluorescence polarization (AID 1018); XIAP BIR domain, fluorescence polarization peptide displacement; higher % means a stronger effect; one-dose displacement, % at 20 µM; IC50 in µM for titrated hits; 0.007% of 200,000 active; in the data active = displacement above about 50%; also: a part of the inactive calls stands beside numbers as strong as those of hits
HIV peptide binding: cell-free HIV fusion peptide-binding blockers – biochemical, uHTS, fluorescence dequenching, primary screen (AID 1986); cell-free peptide binding, fluorescence dequenching, 30 min; higher % means a stronger effect; inhibition, % at 20 µM; hits with a dose series show IC50 in µM; 0.3% of 290,000 active; in the data active = inhibition mostly above about 52%, no sharp cut-off; inactive = mostly below about 76%; also: some results filed as inactive read as strong as hits
Dengue-2 NS5 capping: flavivirus cap methylation enzyme inhibition – biochemical, confirmation dose response, primary screen (AID 588689). Dengue-2 NS5 methyltransferase capping enzyme assay, biochemical; higher % means a stronger effect. one-dose inhibition, % at 25 µM; IC50 in µM for titrated hits. 0.3% of 340,000 active; in the data active = a potency from the dose series; inconclusive = inhibition above about 29% without an active follow-up result
Lipid droplet cells 6.5 µM: recorded beside Lipid droplet, whose call it bears; cell count; measured here: cell count, cytotoxicity flag;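 cells counted across two imaged fields per well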
Dengue-2 NS5 capping pilot replicate: recorded beside Dengue-2 NS5 capping, whose call it bears; inhibition, %; measured here: pilot screen replicate inhibition
Myeloid diff MLP GFP+ MAC1+ %: also measured in Myeloid diff MLP; calls as there; GFP+ MAC1+ double positive, %; measured here: differentiation confirmed by MAC1 staining
An asterisk follows results filed as active; i = inactive; ? = inconclusive; . = not tested or not shown; + = active, no number; & = joins results of further samples. Rule as the data show it, unless noted: active = inhibition above about 50%; inactive = the rest. Only part of the results is shown; count on the stated rates, not on these rows.

SMILES	Lipid droplet	Lipid droplet cells 6.5 µM	Myeloid diff MLP	Myeloid diff MLP GFP+ MAC1+ %	AID2073	LYP inhibition	NOD2 inhibition	SIAH1 antagonists	XIAP displacement	HIV peptide binding	Dengue-2 NS5 capping	others
Cc1cc(C=C2C(=O)NC(=S)NC2=O)c(C)n1-c1ccc2c(c1)OCO2	4	630	i	0.0	53%*	3%	-51%	42%	0.6%	48%	1%
Cc1ccc(Oc2cc(NN3CCCCC3)c([N+](=O)[O-])cc2[N+](=O)[O-])c([N+](=O)[O-])c1	0	796	i	0.3	-3%	-8%	7%	2%	.	-1.6%	-6%
O=C(N/N=C/c1c(O)n(Cc2ccccc2)c(=O)[nH]c1=O)c1ccccc1	-1	636	i	0.8	3%	0%	6%	-3%	0.3%	27%	-9%
COc1ccc(CCNCc2ccccc2)cc1	0	820	i	0.8	4%	-7%	-14%	1%	.	0.2%	-5%
CCC1(CCCC(=O)c2ccc(F)cc2)C(=O)NC(=S)NC1=O	-11	703	i	0.2	2%	-5%	10%	-2%	-2.9%	-2.8%	-3%
O=c1[nH]c(O)c(N=Nc2cccc(S(=O)(=O)N3CCOCC3)c2)c(=O)[nH]1	14	670	i	0.1	15%	-6%	-12%	4%	-0.6%	0.2%	-6%
OCCNc1c2c(nc3ccccc13)CCCC2	.	.	i	2.5	-5%	-6%	13%	8%	-3.3%	-1.3%	-1%
OC(CNCCc1c[nH]c2ccccc12)c1ccccc1 (configuration not stated)	6	771	i	0.7	1%	-11%	20%	3%	.	1.8%	-6%
Cc1nc2ccccc2c(=O)n1-c1ccc(F)cc1	-37	563	i	8.4	-6%	1%	11%	4%	-3.6%	2.4%	-6%
CCOc1ccc(C2(C#N)CC[N+](C)(C)CC2)cc1	.	.	i	0.4	6%	-5%	4%	2%	-2.6%	0.5%	9%
Cc1ccc(OP(N)(=O)Oc2ccc(C)cc2)cc1	2	719	i	0.3	-5%	-7%	10%	-3%	-4.7%	0.3%	-5%
O=c1c2ccccc2nc(-c2ccco2)n1-c1nccs1	9	732	i	1.1	0%	-2%	-2%	2%	6.9%	0.4%	0%
Cc1nc2ccccc2c(=O)n1-c1ccc(Cl)c(Cl)c1	3	783	i	0.4	11%	-4%	23%	2%	.	2.3%	-2%
CN1CCc2nc3sc(C#N)c(N)c3c(-c3cccs3)c2C1	2	777	i	2.8	6%	2%	12%	3%	-4.0%	7.7%	-4%
Clc1ccc2sc(C3CCNCC3)nc2c1	-1	822	i	0.1	6%	-8%	-24%	2%	.	-2.1%	-6%
Cc1ccc(-n2c(O)c(/C=N/NC(=O)c3ccncc3)c(=O)[nH]c2=O)cc1	-26	570	i	0.2	2%	-5%	12%	0%	-11%	46%	-54%
O=c1[nH]c(=O)n(CCc2ccccc2)c(O)c1C=NCCN1CCNCC1	.	.	i	2.4	-1%	-2%	2%	-2%	-5.1%	1.6%	-2%
Cc1[nH]c2ccc(OCc3ccccc3)cc2c1CCN	.	.	i	0.2	2%	-5%	-54%	-12%	.	-2.3%	-2%
Cc1ccc(C)c(NC(=S)NCCc2cnc[nH]2)c1	-14	684	i	1.0	12%	-13%	-14%	-1%	.	-3.0%	0%
COc1ccc(CC(C)NCCc2ccc(OC)c(OC)c2)cc1 (configuration not stated)	8	819	.	.	9%	-6%	3%	6%	.	1.7%	-9%
COc1ccc2nc3oc(C(=O)N4CCC5(CC4)OCCO5)cc3cc2c1	-26	690	i	0.2	35%	-3%	8%	8%	-3.5%	2.2%	-8%
COc1ccc(Cn2c(N)c(C(=O)NCc3ccco3)c3nc4ccccc4nc32)cc1	.	.	+	1.3*	26%	-3%	3%	2%	-12%	26%	23%
CN1C(=O)/C(=C\c2ccc(Br)s2)C(=O)NC1=S	-26	853	i	0.9	34%	2%	13%	-3%	.	21%	-31%
Cc1cccc(Cn2cc(C=O)c3ccccc32)c1	.	.	i	0.2	8%	-3%	-6%	-6%	.	-0.8%	-3%
c1nc2nc3c(c(N4CCNCC4)n2n1)CCCC3	-11	698	.	.	13%	-4%	6%	7%	.	1.0%	.
CCOC(=O)N1CCC(NC(=O)CCc2nc(C3=CCN(C)CC3)no2)CC1	.	.	i	1.3&0.7	36%	-2%	13%	1%	-3.0%	4.1%	-3%&5%
C=CCn1c(O)c(C(C)=NCCc2ccccc2)c(=O)[nH]c1=O	13	824	i	0.8	4%	-5%	2%	-2%	-10%	0.3%	-5%	Dengue-2 NS5 capping pilot replicate=-5.8
CCC(=O)OC1(c2ccccc2)C(C)CN(C)CC1C (configuration not stated)	-3	671	i	0.3	13%	-2%	22%	0%	-8.6%	2.0%	-3%
Fc1ccc(CCNCc2ccc(Br)cc2)cc1	2	650	i	0.7	9%	-5%	-24%	1%	-1.6%	-3.1%	2%
CCOC(=O)C(O)(c1ccc(NC(=O)Oc2ccccc2)cc1)C(F)(F)F (configuration not stated)	1	679	i	0.3	2%	-3%	6%	-1%	-3.1%	-1.4%	1%
CCN(CC)C(=O)Oc1ccc(NC(=O)N2CCOCC2)cc1	-13	744	i	0.2	-7%	-8%	7%	1%	.	-0.1%	0%
CCCCCCn1c(=O)c(C(=O)Nc2c(C)n(C)n(-c3ccccc3)c2=O)c(O)c2ccccc21	18	702	i	0.0	13%	0%	11%	10%	.	5.1%	2%
CCC(=NCc1ccc2c(c1)OCO2)c1c(O)n(C2CCCCC2)c(=O)[nH]c1=O	-12	515	i	0.5	5%	9%	10%	2%	-14%	0.0%	-10%
CC1(C)CN2C(c3ccc(Cl)cc3)N2C1 (configuration not stated)	.	.	i	1.1	-8%	-7%	0%	0%	0.2%	0.0%	4%
CCn1c(C)c(C(=O)Nc2ccc(OC)cc2)c2cc(OC)ccc21	4	703	i	0.9	-4%	-1%	-39%	2%	.	1.2%	1%
COc1cccc(-c2nc3ccc(N4CCN(C)CC4)cc3[nH]2)c1	3	712	i	0.9	?	-28%	29%	-7%	-4.0%	-3.5%	-1%
COc1ccccc1OCC#CCN1CCCC(C)C1 (configuration not stated)	-26	737	i	0.3	1%	-11%	11%	2%	-12%	-0.5%	-18%
O=C(c1ccccc1F)N1C[C@H]2C[C@@H](C1)c1cccc(=O)n1C2	.	.	i	2.0	-1%	-11%	-1%	11%	.	0.3%	-10%
CCCCCCn1c(=O)c(C(=O)Nc2ncccc2C)c(O)c2ccccc21	0	825	?	.	-6%	-4%	1%	16%	.	9.7%	-6%
CN1CCN(c2ccc([N+](=O)[O-])c(N/N=C3\CN4CCC3CC4)c2)CC1	.	.	i	2.1	10%	-2%	7%	0%	0.6%	-2.3%	-10%
CCCC12CN3CCN(CC(C3)/C1=N\NC(=O)c1ccncc1)C2	-3	744	.	.	18%	-10%	10%	5%	-12%	3.5%	-1%
Nc1ccc(C2(c3ccc(N)cc3)CCCCC2)cc1	-2	654	i	0.8	11%	-4%	14%	2%	-6.4%	-4.2%	-4%
CCCCn1c(O)c(C(C)=Nc2ccc(OCC)cc2)c(=O)[nH]c1=O	.	.	i	1.1	22%	38%	12%	-6%	-3.6%	8.1%	-4%
CCOc1cc2c(cc1OCC)-n1cccc1C(c1ccc(OC)cc1)NC2 (configuration not stated)	-2	857	i	0.6	-5%	1%	-32%	-2%	.	-1.0%	-3%
c1cncc(CNCCc2ccc3c(c2)OCO3)c1	-4	826	i	0.4	-3%	-6%	-13%	5%	.	1.0%	-4%
CCOC(=O)c1ccc(N=C(C)c2c(O)[nH]c(=O)[nH]c2=O)cc1	-12	627	i	0.3	-10%	-8%	-9%	-3%	.	-0.7%	5%
O=C(c1cc(Br)ccc1Cl)N1CCC2(CC1)OCCO2	16	706	i	9.2	1%	0%	-1%	1%	-4.4%	0.0%	3%
O=c1c(C=NCCN2CCNCC2)c(O)n(C2CCCCC2)c(=O)n1C1CCCCC1	-19	653	i	9.4	7%	-10%	4%	-1%	-14%	0.5%	-15%
c1cncc(CNC2CCCC2)c1	2	636	i	0.4	-10%	-11%	11%	2%	-11%	-1.1%	-5%
Cc1nnc2n1-c1ccc(Br)cc1C(c1ccccc1Cl)=NC2	.	.	i	1.1	-7%	-16%	15%	-1%	-6.1%	1.8%	-2%
COc1cc(N2CCOCC2)ccc1/C=C1\C(=O)NC(=O)N(Cc2ccc3c(c2)OCO3)C1=O	3	672	i	0.2	26%	-5%	13%	16%	-0.2%	23%	-13%
O=C(c1ccccc1)c1ccc(N=Nc2c(O)[nH]c(=O)[nH]c2=O)cc1	3	686	i	0.3	-17%	-4%	-9%	2%	-6.5%	-2.3%	-10%
COc1ccc(CN2C(=O)NC(=O)/C(=C/c3ccc([N+](=O)[O-])o3)C2=O)cc1	13	766	.	.	25%	1%	-3%	44%	5.2%	86%*	.
CC(C)OC(=O)C1C(=O)NC2(C)CC1c1ccccc1O2 (configuration not stated)	7	788	i	1.3	1%	0%	1%	-2%	-7.3%	-2.2%	0%
O=C1/C(=C\c2ccccc2)C2OCC=C3CN4CCC56c7ccccc7N1C5C2C3CC46 (configuration not stated)	29	701	i	0.5	21%	1%	36%	2%	.	2.1%	-8%
Cc1ccnc(-n2c(-c3ccco3)nc3ccccc3c2=O)c1	8	683	i	0.5	21%	4%	-3%	2%	-3.1%	-1.6%	0%
Brc1cc2c(cc1CN1CCN(c3ccccc3)CC1)OCCO2	-12	724	i	0.3	2%	-10%	0%	0%	.	-0.3%	-4%
O=C(CNC(=O)c1ccccc1Cl)Nc1ccc(Br)cc1C(=O)c1ccccc1	-1	699	i	0.8	7%	0%	-1%	-3%	-3.4%	-1.7%	-5%
O=C(CNC1CCCCC1)N1CCC2(CC1)OCCO2	8	748	i	1.2	-1%	-14%	9%	4%	-4.9%	2.1%	1%
COC(=O)C(Cc1ccc(N(CCCl)CCCl)cc1)N=Cc1ccccc1O (configuration not stated)	-22	642	?	.	7%	-6%	-60%	-3%	.	-0.8%	4%	Dengue-2 NS5 capping pilot replicate=-6.1

By substructure: the compounds so far with a thiophene ring, fused or not (two)
SMILES	Lipid droplet	Lipid droplet cells 6.5 µM	Myeloid diff MLP	Myeloid diff MLP GFP+ MAC1+ %	AID2073	LYP inhibition	NOD2 inhibition	SIAH1 antagonists	XIAP displacement	HIV peptide binding	Dengue-2 NS5 capping	others
CN1CCc2nc3sc(C#N)c(N)c3c(-c3cccs3)c2C1	2	777	i	2.8	6%	2%	12%	3%	-4.0%	7.7%	-4%
CN1C(=O)/C(=C\c2ccc(Br)s2)C(=O)NC1=S	-26	853	i	0.9	34%	2%	13%	-3%	.	21%	-31%
